Bioassay records from PubChem.
TCR act – activators of T cell receptors. primary human leukocytes, anti-CD3, IL-2 HTRF, 48 h. Potency, µM (highest dose often 9.22 µM), without a hit: at the highest dose activation of IL-2 secretion, usual class: activators. 330,000 tested, under 10 active. AID 504894; note: % of control where 0% means no effect
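Compounds are tested in HTS on primary human leukocytes co-incubated with a-CD3 beads for 48 hr. IL-2 output is measured by time-resolved FRET.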
TSG101-PTAP inh – blocks PTAP/TSG101 interaction to inhibit HIV-1 budding; Fluorescence polarization, FITC-PTAP peptide / Tsg101 binding; Potency, µM (titrated, usually from 115 µM), without a hit: at the top dose activity change, negative = inhibition, hits mostly inhibitors; 340,000 tested, under 10 active; AID 493005; active = well fitted inhibition curve with a large enough effect in the main read-out, with a control signal flat, not every such curve was filed as active; inconclusive = small, poorly fitted or top-dose-only effect, or effect the other way, or a change in a side signal; inactive = no such curve, though single readings can be large or run the other way; note: potency is the fitted concentration of half-maximal effect; % of control where 0% means no effect
Target sequence (Q99816 whole entry, looked up): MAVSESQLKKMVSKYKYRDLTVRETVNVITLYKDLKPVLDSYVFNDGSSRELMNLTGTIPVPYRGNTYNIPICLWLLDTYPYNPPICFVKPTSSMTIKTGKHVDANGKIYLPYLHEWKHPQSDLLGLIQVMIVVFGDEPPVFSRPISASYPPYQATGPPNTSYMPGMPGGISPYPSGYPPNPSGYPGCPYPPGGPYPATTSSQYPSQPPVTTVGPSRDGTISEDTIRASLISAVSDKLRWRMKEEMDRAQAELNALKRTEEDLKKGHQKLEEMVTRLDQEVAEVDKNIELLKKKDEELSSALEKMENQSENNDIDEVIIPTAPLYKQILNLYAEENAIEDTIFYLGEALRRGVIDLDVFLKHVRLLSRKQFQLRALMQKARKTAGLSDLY
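Compounds were pin-transferred onto Tsg101 binding domain (10 uM final) in HEPES pH 7.5 buffer, then FITC-PTAP peptide was added at 50 nM final. After 20 min at RT, polarization reported peptide displacement across a qHTS concentration series.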
a7 integrin act – activators of alpha7 integrin expression for muscular dystrophy; alpha7betagal myoblasts, beta-gal FDG fluorescence, 48 h; AID 624291; Potency, µM (titrated, usually from 38.3 µM), inactives show at the top dose activation, most hits filed as activators; hit rate 0.064% among 350,000;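 note: potency is the fitted concentration of half-maximal effect; 100% = response of the positive control SU9516; nearly all actives have a fitted effect of over 60% in size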
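Alpha7betagal+/- myoblasts (passage 13) were plated 16-24 hr, then exposed to compounds (1:260 dilution of DMSO stock) for 48 hours at 37C. After MPER lysis, β-galactosidase reporter activity was read as FDG fluorescence (ex 480/em 540) after 30 minutes.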
ASM inhibitor – human S-ASM enzyme inhibition; Potency, µM (doses to about 57.5 µM), for the others: at the top dose activity change, negative = inhibition, usual class: inhibitors; placental ASM, HMU-PC fluorogenic substrate, 60 min; P17405; hit rate 0.006% among 340,000; note: potency is the fitted concentration of half-maximal effect
Target sequence (P17405 47-631 limits assumed): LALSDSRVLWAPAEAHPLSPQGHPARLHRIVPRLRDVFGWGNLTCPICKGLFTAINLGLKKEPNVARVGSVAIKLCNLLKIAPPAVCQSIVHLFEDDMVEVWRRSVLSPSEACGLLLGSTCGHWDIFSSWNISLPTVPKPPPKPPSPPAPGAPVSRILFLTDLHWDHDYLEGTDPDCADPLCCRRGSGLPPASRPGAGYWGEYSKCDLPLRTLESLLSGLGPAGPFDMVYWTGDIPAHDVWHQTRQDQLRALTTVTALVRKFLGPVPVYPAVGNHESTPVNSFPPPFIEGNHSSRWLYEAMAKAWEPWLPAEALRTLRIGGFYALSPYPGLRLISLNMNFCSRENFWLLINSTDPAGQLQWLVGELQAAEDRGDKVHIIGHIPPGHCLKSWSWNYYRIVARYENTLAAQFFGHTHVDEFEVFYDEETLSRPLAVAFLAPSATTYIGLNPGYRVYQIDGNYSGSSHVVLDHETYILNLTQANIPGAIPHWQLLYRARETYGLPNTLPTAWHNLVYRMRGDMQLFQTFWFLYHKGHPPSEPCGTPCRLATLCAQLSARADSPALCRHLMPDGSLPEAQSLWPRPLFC
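Human placenta-derived ASM preincubated with compound 10 min at room temperature, then reacted with 9 uM (final) fluorogenic HMU-PC substrate for 60 min at 37 C. Stop solution raises pH to 10; fluorescence read at Ex 386/Em 447 nm.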
An asterisk follows results filed as active; i = inactive; u = inconclusive; [ ] = another dose, or the depositor's remark. Unless noted, calls come from the whole dose curve; as a rule, active = well fitted curve in the direction sought with a large enough effect; inconclusive = small, poorly fitted or top-dose-only effect, or another doubt; inactive = no such curve, though single readings can be large; an effect the other way counts as inactive or inconclusive.

#1 O=C(CCc1ccccc1)Nc1c(F)cccc1F
#2 CC(C)C[C@H]1COCCS(=O)(=O)N1Cc1cccc(F)c1
#3 O=C(OCc1cc(=O)c(OC(=O)c2ccccc2)co1)c1ccccc1
#4 NS(=O)(=O)c1ccc(CCNC(=O)c2ccc(Cl)c(S(=O)(=O)N3CCCCCC3)c2)cc1
#5 Cc1nnc(SCC(=O)N2CCCC2)n1-c1ccc(F)cc1
#6 Cc1nc2cc(C)c(C)cc2o1

assay / compound	1	2	3	4	5	6
TCR act	2%	4%	2%	10%	-5%	-2%
TSG101-PTAP inh	-4%	0%	-3%	-1%	1%	-5%
a7 integrin act	20%	-12%	-9%	-26%	-18%	12%
ASM inhibitor	6%	4%	-2%	-5%	2%	-3%

#7 O=C(O)C(SC(C(=O)O)c1ccccc1)c1ccccc1 (centres undefined)
#8 O=C(O)Cc1cc(=O)[nH]n(-c2ccccc2)c1=O
#9 Cc1nc2ccc(N)nc2nc1C
#10 COc1ccc(OC)c2cc3ccccc3cc12
#11 COC(=O)C1=C(N)Oc2cc(C)n(Cc3ccncc3)c(=O)c2C1c1cccnc1 (centres undefined)
#12 CN(C)CCNc1ccc2ncn3c4ccc(O)cc4c(=O)c1c23

assay / compound	7	8	9	10	11	12
TCR act	5%	-1%	1%	-1%	2%	1%
TSG101-PTAP inh	0%	0%	-1%	u	-2%	u
a7 integrin act	13%	1%	7%	3%	-5%	-48%[inhibitor]
ASM inhibitor	-1%	3%	i	12%	3%	-4%

#13 CC(=NNC(=S)N1CCN(c2ccccn2)CC1)c1ccccn1
#14 CCOc1ccc(NC(=O)CN(C)C(=O)c2c(C)nn(Cc3ccccc3Cl)c2C)cc1OCC
#15 Oc1ccc2ccccc2c1CNc1ccc2ccccc2c1
#16 C#CCOCCOCCOCCNc1nc(N2CCN(C(=O)C([C@@H](C)CC)n3cc(C(N)COC(=O)C(F)(F)F)nn3)CC2)nc(N2CCN(C(=O)C([C@@H](C)CC)n3cc(C(N)CC(C)C)nn3)CC2)n1 (some centres undefined)
#17 COc1ccc(C(CNC(=O)C(C)Sc2ccccc2)N2CCOCC2)cc1 (centres undefined)
#18 C=C1[C@@H](O)[C@H](Cc2ccccc2)N(Cc2ccccc2Br)S1(=O)=O

assay / compound	13	14	15	16	17	18
TCR act	9%	-4%	4%	6%	2%	-1%
TSG101-PTAP inh	1%	-3%	-9%	-2%	-3%	0%
a7 integrin act	0%	31%	-16%	-1%	-17%	-39%
ASM inhibitor	6%	0%	-6%	3%	4%	-1%

#19 CCOc1ccccc1N1CC(C(=O)NCCC2=CCCCC2)CC1=O (centres undefined)
#20 COc1ccc(NS(=O)(=O)c2ccc(NC(C)=O)cc2)nn1
#21 COC(=O)c1ccc(CN2CCC(Oc3ccc(C(=O)N4CCCCC4)cc3)CC2)cc1
#22 O=C(Cc1cccc(NC(=O)C2CCN(C(=O)C3CCC3)CC2)c1)Nc1cccc(C(=O)N2CCCCC2)c1
#23 Cc1cc(C)c2c(c1)CC(C)(C)CC2=O
#24 CC(=O)OC1C(=O)N(Cc2ccccc2)C1c1ccc(C)cc1 (centres undefined)

assay / compound	19	20	21	22	23	24
TCR act	5%	5%	-7%	-2%	-24%	-1%
TSG101-PTAP inh	0%	-5%	-1%	-8%	-1%	-4%
a7 integrin act	-4%	u	-41%	0%	29%	-35%
ASM inhibitor	4%	3%	-2%	0%	-5%	0%

#25 COc1ccc(CNC(=O)C2(CC3CC(c4ccccc4)=NO3)CCN(C(=O)OC(C)(C)C)CC2)cc1 (centres undefined)
#26 O=c1c2ccccc2oc2cc(-c3ccc4[nH]ccc4c3)ccc12
#27 S=C(Cc1ccc(-c2ccccc2)cc1)N1CCOCC1
#28 COc1cc(O)cc(/C=C/c2ccccc2)c1
#29 O=C(COC(=O)c1c(Cl)cccc1Cl)NCC1CCCO1 (centres undefined)
#30 CCC(=O)NCCCc1nc(-c2ccccc2)no1

assay / compound	25	26	27	28	29	30
TCR act	-3%	10%	8%	5%	-2%	-1%
TSG101-PTAP inh	-5%	0%	-7%	-7%	-10%	-4%
a7 integrin act	-22%	3%	4%	8%	13%	1%
ASM inhibitor	-10%	2%	2%	-2%	-1%	0%

#31 CN(Cc1ccccc1)C(=O)c1cccc(NC(=O)Cc2cccc(NC(=O)C3CCN(C(=O)c4ccccc4)CC3)c2)c1
#32 COc1ccc(C2(CNC(=O)c3cc(OC)c(OC)c(OC)c3)CCCC2)cc1OC
#33 CS(=O)(=O)c1ccc(CNC(=O)[C@]2(C(F)(F)F)C[C@H](CCc3ccccc3)CCCO2)cc1
#34 O=C(Nc1cccc(Cl)c1)OCCOC(=O)Nc1cccc(Cl)c1
#35 O=C(Nc1ccccc1)OCC1COC(c2ccccc2)(c2ccccc2)O1 (centres undefined)
#36 CC1(c2nnc(-c3cccc(Cl)c3)o2)CC(c2cccc(Cl)c2)=NO1 (centres undefined)

assay / compound	31	32	33	34	35	36
TCR act	6%	-5%	1%	-7%	4%	15%
TSG101-PTAP inh	3%	0%	-1%	-1%	-4%	-6%
a7 integrin act	5%	0%	-14%	19%	-17%	-11%
ASM inhibitor	-1%	-2%	-14%	-28%	u	-6%

Arranged by value in TSG101-PTAP inh (lowest first): three of the compounds above.
entry	structure	TCR act	TSG101-PTAP inh	a7 integrin act	ASM inhibitor
22	O=C(Cc1cccc(NC(=O)C2CCN(C(=O)C3CCC3)CC2)c1)Nc1cccc(C(=O)N2CCCCC2)c1	-2%	-8%	0%	0%
6	Cc1nc2cc(C)c(C)cc2o1	-2%	-5%	12%	-3%
19	CCOc1ccccc1N1CC(C(=O)NCCC2=CCCCC2)CC1=O (centres undefined)	5%	0%	-4%	4%

The listing continues.
#37 C#Cc1ccc([C@@H]2C=C(C(=O)N3CCOCC3)O[C@H](OCc3ccc(CO)cc3)C2)cc1
#38 CC(C)=CCc1c(-c2ccc(O)cc2O)oc2c3c(cc(O)c2c1=O)OC(C)(C)C=C3
#39 N#CCCCC1(CCCC#N)OCCO1
#40 CCN(CC(=O)Nc1ccccc1C(F)(F)F)C(=O)CN1C(=O)NC(C)(c2ccc3ccccc3c2)C1=O (centres undefined)
#41 CC(C)(C)S(=O)(=O)N1C[C@@H]2CC/C=C\C/C(c3ccccc3)=C\2[C@H]1CCO
#42 O=C(Nc1ccccc1Cl)NN1CCCCCC1

assay / compound	37	38	39	40	41	42
TCR act	-2%	0%	2%	-2%	-6%	-11%
TSG101-PTAP inh	-6%	-5%	-2%	-4%	-3%	0%
a7 integrin act	-9%	-28%	3%	1%	-4%	8%
ASM inhibitor	3%	-17%	3%	0%	1%	-3%

#43 COc1ccc(CNS(=O)(=O)CCNCc2ccco2)cc1
#44 CCO[C@@H]1OC(C(=O)NC2CC2)=C[C@H](C2CCCCC2)[C@H]1CCCO
#45 NCC(=O)NCC(=O)NC1(C(=O)O)CCCC1
#46 Cc1ccccc1-c1nc2ccccc2c(=O)n1/N=C/c1ccc([N+](=O)[O-])cc1
#47 Cn1c(-c2ccc(C#N)cc2)c(C#Cc2ccccc2)c2ccccc21
#48 O=C(O)C[C@H]1c2ccccc2S(=O)(=O)N1C1CCCCC1

assay / compound	43	44	45	46	47	48
TCR act	6%	-27%	5%	-3%	-2%	-3%
TSG101-PTAP inh	-5%	-2%	0%	-7%	0%	-4%
a7 integrin act	12%	2%	0%	13%	16%	-12%
ASM inhibitor	3%	0%	2%	-2%	i	0%

#49 CON(C)C(=O)/C=C/c1ccc([B-](F)(F)F)cc1
#50 Cc1ccc(Nc2ccncc2S(N)(=O)=O)cc1
#51 CC(C)c1ccc(NC(=O)C(c2ccccc2)N(C)C(=O)CCc2c[nH]c3ccccc23)cc1 (centres undefined)
#52 CC(O)(c1ccccc1)C(C(c1ccccc1)N1CCOCC1)N1CCOCC1 (centres undefined)
#53 CCCCn1c(N)c(N(CCC(C)C)C(=O)CSc2nc3ccccc3n2C)c(=O)[nH]c1=O
#54 CC1=C(C(=O)OCC(Br)(Br)Br)C(c2cccc([N+](=O)[O-])c2)NC(=O)N1CCCC(=O)O (centres undefined)

assay / compound	49	50	51	52	53	54
TCR act	15%	-2%	-4%	0%	0%	-5%
TSG101-PTAP inh	-6%	-4%	-3%	-1%	2%	-3%
a7 integrin act	33%	-31%	-2%	14%	-22%	-7%
ASM inhibitor	7%	4%	-2%	-2%	30%	5%

#55 NC1=NC[C@@H](Cc2ccc(O)cc2)N1CCC12CC3CC(CC(C3)C1)C2
#56 CCN1C(=O)N[C@@H](c2ccccc2)[C@H](C(=O)OC)[C@H]1C
#57 F[B-](F)(F)c1cc2cc(Br)ccc2s1
#58 NC(CSC1(c2cccc3ccccc23)c2ccccc2-c2ccccc21)C(=O)O (centres undefined)
#59 COc1cc(C2c3cc4c(cc3OC(N3CCOCC3)C2C)OCO4)cc(OC)c1OC(C)=O (centres undefined)
#60 CCOC(=O)c1c2c(n(-c3ccc(OC)cc3)c1C)C(=O)C(=O)c1ccccc1-2

assay / compound	55	56	57	58	59	60
TCR act	-11%	-6%	2%	5%	3%	0%
TSG101-PTAP inh	-3%	0%	0%	-3%	-3%	-4%
a7 integrin act	-34%	30%	3%	6%	-18%	-60%[inhibitor]
ASM inhibitor	-3%	-1%	-4%	-2%	-2%	u

#61 O=C1CCC[C@@H]2[C@@H](Cc3ccccc3)[C@H](N3CCN(c4ccccc4)CC3)C[C@@H]3CCN1[C@@H]32
#62 COC1=CC(=O)C(O)=C(CCCCCCC/C=C/CCCCCCCC2=C(O)C(=O)C=C(OC)C2=O)C1=O
#63 O=C1NCC(Nc2ccc(Br)cc2)C(=O)N1 (centres undefined)
#64 CN(C)c1nc2c(cnn2C)c(=O)[nH]1
#65 CN(C(=O)c1cccc(NC(=O)Cc2ccc(NC(=O)C3CCCN(C(=O)C4CCC4)C3)cc2)c1)C1CCCC1 (centres undefined)
#66 Cn1c(=O)c2c(nc(CN3CCN(c4cccc(Cl)c4)CC3)n2CCc2ccccc2)n(C)c1=O
#67 CNC(C)C#Cc1ccc2oc3cc(C)c(C)cc3c(=O)c2c1 (centres undefined)
#68 O=C(Nc1ccc(Br)c(Br)c1)C1CCCO1 (centres undefined)

assay / compound	61	62	63	64	65	66	67	68
TCR act	-6%	-3%	-1%	6%	-1%	3%	1%	3%
TSG101-PTAP inh	-2%	-11%	-3%	2%	-2%	-1%	-11%	-2%
a7 integrin act	-8%	-2%	18%	9%	28%	-24%	-15%	-4%
ASM inhibitor	1%	13%	3%	4%	-3%	u	0%	15%

Grouped by structure, the entries above with fluorine
#1 O=C(CCc1ccccc1)Nc1c(F)cccc1F
#2 CC(C)C[C@H]1COCCS(=O)(=O)N1Cc1cccc(F)c1
#5 Cc1nnc(SCC(=O)N2CCCC2)n1-c1ccc(F)cc1
#16 C#CCOCCOCCOCCNc1nc(N2CCN(C(=O)C([C@@H](C)CC)n3cc(C(N)COC(=O)C(F)(F)F)nn3)CC2)nc(N2CCN(C(=O)C([C@@H](C)CC)n3cc(C(N)CC(C)C)nn3)CC2)n1 (some centres undefined)
#33 CS(=O)(=O)c1ccc(CNC(=O)[C@]2(C(F)(F)F)C[C@H](CCc3ccccc3)CCCO2)cc1
#40 CCN(CC(=O)Nc1ccccc1C(F)(F)F)C(=O)CN1C(=O)NC(C)(c2ccc3ccccc3c2)C1=O (centres undefined)
#49 CON(C)C(=O)/C=C/c1ccc([B-](F)(F)F)cc1
#57 F[B-](F)(F)c1cc2cc(Br)ccc2s1

assay / compound	1	2	5	16	33	40	49	57
TCR act	2%	4%	-5%	6%	1%	-2%	15%	2%
TSG101-PTAP inh	-4%	0%	1%	-2%	-1%	-4%	-6%	0%
a7 integrin act	20%	-12%	-18%	-1%	-14%	1%	33%	3%
ASM inhibitor	6%	4%	2%	3%	-14%	0%	7%	-4%

Only part of the results is shown; the hit share may differ from the screen's.
